# hERG protect: hERG rescue from dofetilide block, primary screen, cell-based, CHO-hERG, FluxOR thallium flux, dofetilide IC70. Voltage-gated inwardly rectifying potassium channel KCNH2 (Homo sapiens), Q12809. dofetilide IC70 present. activation (rescue from dofetilide block), less the hit threshold, % at 10 µM. 310,000 compounds, 0.51% hits. AID 1511, 2009;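 active = activation above the mean of controls blocked by dofetilide plus 5 SD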;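 note: thallium influx through hERG after potassium depolarization seen as dye fluorescence rise; in these data hits start at about 4.7%; inactives centre near -7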
# Platelet DG rel: inhibitors of platelet dense granule secretion, primary screen, cell-based, MLPCN, human platelets; inhibition, %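 (compounds screened at 7.5 µM in platelet-rich plasma)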; AID 1663, 2009; 300,000 compounds, 0.22% hits; human platelet-rich plasma, SFLLRN dense granule ATP release, luminescence;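 active = mean replicate score, as percent of positive control, at or above 50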
# TRPC4 PAM: positive allosteric modulators of TRPC4, primary screen, cell-based, mouse TRPC4beta, HEK293 mu-opioid, Fluo-4 calcium; 310,000 compounds, 0.42% hits; DAMGO EC20, Fluo-4 Ca2+ flux; hits give high values; B-score at 10 µM; Short transient receptor potential channel 4 (Mus musculus), Q9QUQ5;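 active = B-score of calcium response area above 5 SD of library B-scores, with initial fluorescence ratio within 5 SD of library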;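 note: B-score of integrated fluorescence ratio over time as area under calcium response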
# KCNK3 inh: human KCNK3 channel inhibitors, primary screen, CHO cells, FluxOR thallium flux, B-score; FluxOR fluorescence; hits give low values; B-score at 10 µM; 340,000 compounds, 0.84% hits; AID 602410, 2012;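 active = B-score under library mean minus 4 SD, starting fluorescence ratio at most library mean plus 5 SD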;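 note: more negative B-score means stronger inhibition of thallium flux through KCNK3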
# Target sequence (O14649 whole entry, looked up): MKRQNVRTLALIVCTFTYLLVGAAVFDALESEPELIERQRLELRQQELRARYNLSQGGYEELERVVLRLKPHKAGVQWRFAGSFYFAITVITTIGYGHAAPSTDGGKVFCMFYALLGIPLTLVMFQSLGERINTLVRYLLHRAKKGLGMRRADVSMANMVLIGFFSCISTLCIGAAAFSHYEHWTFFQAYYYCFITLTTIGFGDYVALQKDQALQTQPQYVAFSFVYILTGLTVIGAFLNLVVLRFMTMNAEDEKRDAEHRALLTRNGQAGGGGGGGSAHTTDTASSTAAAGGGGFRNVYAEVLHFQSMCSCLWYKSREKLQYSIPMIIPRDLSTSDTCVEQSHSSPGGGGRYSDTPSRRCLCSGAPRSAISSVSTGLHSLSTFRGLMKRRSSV
# TRPC4 agonist: activators of mouse TRPC4 channel, primary screen, Fluo4 calcium, HEK293 TRPC4beta/mu-opioid cells; Short transient receptor potential channel 4 (Mus musculus), Q9QUQ5; 310,000 compounds, 0.49% hits; B-score at 10 µM; Fluo4 calcium fluorescence; hits give high values;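 active = B-score above 5 SD of library B-scores, and initial fluorescence ratio not above library mean plus 5 SD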;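 note: positive B-score marks a calcium rise read as TRPC4 activation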
#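 Assay system: HEK293 stable line with TRPC4beta plus mu-opioid receptor. Times: dye 45 min RT, read 110 s. Measured by: kinetic Fluo4 calcium fluorescence. Measure: B score of integrated ratio. Controls: assay buffer as low control, maximal DAMGO as high control.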
# KCNQ1 inh: inhibitors of human KCNQ1 channel, primary screen, cell-based, thallium flux, high-throughput; Potassium voltage-gated channel subfamily KQT member 1 (Homo sapiens), P51787; CHO-K1 KCNQ1, FluxOR thallium flux fluorescence; hits give high values; B-score at 10 µM; 310,000 compounds, 1.3% hits;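 active = compounds whose thallium flux B-score, printed positive for inhibition, exceeds three library SD while starting fluorescence stays within three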;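 note: channel opened by potassium depolarization with thallium stimulus after 20 min compound exposure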
# Target sequence (P51787 whole entry, looked up): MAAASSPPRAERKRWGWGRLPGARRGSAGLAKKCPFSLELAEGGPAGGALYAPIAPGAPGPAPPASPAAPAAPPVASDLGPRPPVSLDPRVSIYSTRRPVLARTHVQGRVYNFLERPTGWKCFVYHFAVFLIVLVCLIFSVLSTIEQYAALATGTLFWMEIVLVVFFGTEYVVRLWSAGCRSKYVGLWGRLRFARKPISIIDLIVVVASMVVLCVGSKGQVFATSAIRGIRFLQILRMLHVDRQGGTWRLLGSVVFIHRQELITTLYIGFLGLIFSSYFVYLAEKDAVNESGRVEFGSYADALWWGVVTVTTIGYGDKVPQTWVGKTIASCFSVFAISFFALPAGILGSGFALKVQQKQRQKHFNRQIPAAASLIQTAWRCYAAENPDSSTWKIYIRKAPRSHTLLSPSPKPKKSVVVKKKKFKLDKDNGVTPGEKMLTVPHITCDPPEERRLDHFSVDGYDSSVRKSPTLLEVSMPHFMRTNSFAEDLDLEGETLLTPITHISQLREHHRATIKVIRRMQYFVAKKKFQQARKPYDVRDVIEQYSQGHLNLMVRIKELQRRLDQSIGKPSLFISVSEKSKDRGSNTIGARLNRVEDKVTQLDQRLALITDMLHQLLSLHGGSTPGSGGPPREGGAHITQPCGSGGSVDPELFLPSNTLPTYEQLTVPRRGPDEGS
# KCNK9 block: KCNK9 potassium channel inhibitors, primary screen, HEK293 cells, thallium flux; 310,000 compounds, 1.2% hits; Potassium channel subfamily K member 9 (Homo sapiens), Q9NPC2; B-score at 10 µM; FluxOR thallium flux fluorescence; hits give low values;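 active = ratio B-score over 3 SD below the library mean, with starting fluorescence within 5 SD of its mean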;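 note: negative B-score means less thallium flux so channel inhibition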
# KCNQ1 act: potentiators or activators of KCNQ1 channel, primary screen, cell-based, thallium flux, high-throughput; B-score at 10 µM; Potassium voltage-gated channel subfamily KQT member 1 (Homo sapiens), P51787; 310,000 compounds, 0.35% hits; CHO-K1 KCNQ1, thallium flux FluxOR fluorescence; hits give high values;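 active = fluorescence ratio B-score, a plate-corrected score, at least three library SD, with initial intensity B-score within 5 SD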
#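 Medium – assay buffer, equal DMSO in all wells · Material – CHO-K1 cell line with stable KCNQ1 potassium channel expression · Signal – kinetic FluxOR thallium fluorescence, 10-s 1-Hz baseline, 110-s post-stimulus read · Compound – single concentration per compound, DMSO matched to controls · Schedule – 37 °C overnight plating, 90-min dark dye load, 20-min compound pretreatment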
# DYRK1A inh: rat Dyrk1A kinase inhibitors, primary screen, biochemical, single point, plate reader; ADP-Glo luminescence, NFATc1 peptide; 310,000 compounds, 0.43% hits; inhibition, % at 12.5 µM; in the data active = inhibition above about 50%;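 note: plate controls were vehicle with enzyme for no effect and no enzyme for full effect; many of its hits are not listed in these tables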
# PolyA inh: polyadenylation inhibitors in yeast reporter cells, primary screen, luminescence, S. cerevisiae; S. cerevisiae SKY197-pL101 polyadenylation reporter, beta-gal luminescence; efflux-impaired pdr1/pdr3 knockout yeast; score 100 = 6 SD above DMSO; calls only at 12 µM; 300,000 compounds, 0.02% hits; AID 1875, 2009;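 active = lowest replicate activity score at least 50, where 100 means six control SD above control mean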;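 note: yeast exposed to compound for 9 h at 30 °C; higher score means more reporter readthrough which indicates perturbed polyadenylation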
# TRPC4 inh: inhibitors of mouse TRPC4 channel, primary screen, Fluo4 calcium, HEK293 TRPC4beta/mu-opioid cells; DAMGO-evoked Fluo4 calcium flux; hits give low values; 300,000 compounds, 0.39% hits; B-score at 10 µM;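 active = B-score over 3 SD under the library average, no early fluorescence shift, positive overall ratio signal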
#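 Assay system: Stable TRPC4beta/mu-opioid receptor HEK293 cells | Reagent: DAMGO in two steps, submaximal then maximal | Compound dosing: Single concentration per test compound | Signal: Fluo4 Ca2+ flux fluorescence | Evaluation: Per-well B score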
# Starred values were filed as active, the others as inactive; i = inactive; . = no result given. A portion of the library (hit frequency here may not be typical).
SMILES,hERG protect,Platelet DG rel,TRPC4 PAM,KCNK3 inh,TRPC4 agonist,KCNQ1 inh,KCNK9 block,KCNQ1 act,DYRK1A inh,PolyA inh,TRPC4 inh
Nc1nc(SCc2nc(-c3ccccc3)no2)[nH]c(=O)c1-c1ccccc1,-12,4,i,i,i,i,i,i,11,i,i
COc1ccccc1CN1CCCCC1C(=O)O (centres undefined),-2,5,i,i,i,i,i,i,0,i,i
N#CCCn1cc(C(=O)Nc2ccccc2Br)c(-c2cc3ccccc3o2)n1,-6,-14,i,i,i,i,i,i,6,i,i
COc1ccc(NC(=O)C2=NN(C3CCS(=O)(=O)C3)C(=O)CC2)cn1 (centres undefined),-21,-1,i,i,i,i,i,i,-1,i,i
COc1ccc(OC)c(NC(=O)CSc2nn3c(=O)c(C)nnc3s2)c1,-4,-6,i,i,i,i,i,i,-4,i,i
CN(C)CC#CCC(O)(c1ccccc1)c1ccccc1,-6,-3,i,i,i,i,i,i,.,i,i
COc1ccc(C2=Nn3c(nnc3-c3cccnc3)SC2)cc1OC,-12,11,i,i,i,i,i,i,1,i,i
Cn1c(=O)[nH]c(=O)c2c1[nH]c(=S)n2Cc1ccccc1,-4,1,i,i,i,i,i,i,-3,i,i
O=C(CSc1nc2ccccc2nc1N1CCCCC1)Nc1ccc(F)cc1,-9,0,i,-9.8*,i,13*,-6.9*,i,2,.,i
COC(=O)c1cncc(C)c1,-5,4,i,i,i,i,i,i,-4,i,i
COc1cc(/C=N/Nc2nc(N3CCCC3)nc(N3CCCC3)n2)ccc1OCc1ccccc1F,11*,7,i,i,i,i,i,i,12,i,i
CCn1cc(CNC(=S)Nc2cccc(Cl)c2C)cn1,-15,1,i,i,i,i,i,i,3,i,i
COc1ccc(-c2c/c(=N\c3nc(-c4ccccc4)c(C)s3)c3ccccc3o2)cc1O,-11,-3,i,i,i,i,i,i,-1,i,i
Cn1cccc1-c1nc2ccccc2[nH]1,-10,17,i,i,i,i,i,i,.,i,i
Cc1ccc(-c2cc(C(=O)N3CCN(c4ccccc4O)CC3)c3ccccc3n2)cc1,-15,2,i,i,i,i,i,i,-4,i,i
COCCNC(=O)CN(C(=O)CCC(=O)Nc1ccccn1)c1ccc(OC)cc1,-1,-7,i,i,i,i,i,i,7,i,i
COC(=O)C1=C(C)n2nnnc2NC1c1ccc(Cl)cc1 (centres undefined),-5,19,i,i,i,i,i,i,-1,i,i
Cn1c(Cn2c(=O)sc3ccccc32)nnc1SCC(=O)NC1CCCC1,-6,8,i,i,i,i,i,i,15,i,i
Nc1scn[n+]1Cc1cccc2cccnc12,-8,2,i,i,i,i,i,i,-11,i,i
Cc1cc(C)c(NC(=S)NC(=O)c2ccc(-c3ccccc3)cc2)c(C)c1,-9,21,i,i,i,i,i,i,-1,i,i
COc1cc(/C=N/NC(=O)c2ccc([N+](=O)[O-])cc2Cl)cc(Br)c1O,-6,16,i,i,i,i,i,i,1,i,i
O=C(CSc1nc(-c2ccco2)cc(C(F)(F)F)n1)N1CCN(Cc2ccccc2)CC1,-7,-7,i,i,i,i,i,i,-3,i,i
Oc1ccc(N=C/C=C/c2ccc(Br)cc2)cc1-c1nc2ccccc2s1,-9,-6,i,.,i,i,i,i,.,i,i
O=S(=O)(NCc1ccco1)c1ccc(Cl)nc1,-4,5,i,i,i,i,i,i,0,i,i
Cc1cc2cc(CCNC(=O)c3cccc([N+](=O)[O-])c3)c(=O)[nH]c2cc1C,-8,5,i,i,i,i,i,i,4,i,i
N#CCCn1cc(/C=N/N=C2\NC(=O)C(CC(=O)O)S2)c(-c2ccc(F)cc2)n1 (centres undefined),-8,-2,i,i,i,i,i,i,-1,i,i
CCS(=O)(=O)N1CCN(c2ccc([N+](=O)[O-])c(NCc3ccccc3)c2)CC1,-5,1,i,i,i,i,i,i,9,i,i
COc1cccc(NC(=O)CCN2C(=O)c3cccc([N+](=O)[O-])c3C2=O)c1,-4,-1,i,i,i,i,i,i,0,i,i
O=C(c1cnn(-c2ccccc2)c1)c1cc(F)ccc1O,-5,-2,i,i,i,i,i,i,-1,i,i
O=C(CNS(=O)(=O)c1ccc(F)cc1)N1CCCC1,-8,-1,i,i,i,i,i,i,.,i,i
NC(=O)COc1c(-c2ccco2)oc2ccccc2c1=O,-3,-13,i,i,i,i,i,i,1,i,i
COc1ccccc1NC(=O)N(CCN1CCOCC1)Cc1cc2cc(C)cc(C)c2[nH]c1=O,-12,3,i,i,i,i,i,i,.,i,i
CCOc1ccc(-c2n[nH]c(C)c2-c2ccccn2)c(O)c1,-11,-12,i,i,i,i,i,i,9,i,i
O=C(O)c1ccc(CSc2ncnc3c2cnn3Cc2ccccc2)cc1,-11,11,i,i,i,i,i,i,-4,i,i
CN(C)C=NC(=O)c1cc(C(=O)c2ccc(Cl)cc2Cl)c[nH]1,-13,-2,i,i,i,i,i,i,-2,i,i
Cc1cc(=O)oc2cc(OCC(=O)NCCCN3CCOCC3)ccc12,-8,13,i,i,i,i,i,i,6,i,i
CN(Cc1ccccc1C#N)S(=O)(=O)c1cccs1,-7,7,i,i,i,i,i,i,0,.,i
COc1ccc(S(=O)(=O)N2CCC(C(=O)Nc3cccc(C(C)=O)c3)CC2)cc1,-13,-2,i,i,i,i,i,i,2,i,i
CSc1ccc(C(=O)C2CCCN(C(=O)c3ccc4c(c3)no[n+]4[O-])C2)cc1 (centres undefined),-13,12,i,i,i,i,i,i,-8,i,i
N[C@@H](Cc1ccc(O)c(I)c1)C(=O)O,-7,-2,i,.,i,i,i,i,.,i,i
Cc1ccccc1C(OCCN(C(C)C)C(C)C)c1ccccc1 (centres undefined),-6,5,i,i,i,i,i,i,-2,i,i
O=C(CC1SC(=NCC2CCCO2)NC1=O)Nc1cc([N+](=O)[O-])ccc1Cl (centres undefined),-2,9,i,i,i,i,i,i,4,i,i
CC(C)[C@H](NC(=O)C1CCN(S(=O)(=O)c2ccc(F)cc2)CC1)C(=O)N1CCCC1,-8,1,i,i,i,i,i,i,4,i,i
CCn1ncc(N(C)N)c(Cl)c1=O,-5,-1,i,i,i,i,i,i,-1,i,i
COc1cc(C(=O)Oc2ccccc2)ccc1OCc1c(C)noc1C,-1,-1,i,i,i,i,i,i,-3,i,i
COc1ccc(-c2nc(C#N)c(N3CCC(C(N)=O)CC3)o2)cc1OC,-13,1,i,i,i,i,i,i,-2,i,i
Cc1c(C)c2cc(Cl)c(OC(C)C(=O)NCCN3CCOCC3)cc2oc1=O (centres undefined),-7,-9,i,i,i,i,i,i,-5,i,i
CC(=O)N1CCc2cc(S(=O)(=O)CCC(=O)NCc3cccs3)ccc21,-4,-4,i,i,i,i,i,i,2,i,i
COc1ccc(C(=O)N(Cc2sccc2C)C2CCS(=O)(=O)C2)cc1 (centres undefined),-12,-3,i,i,i,i,i,i,-1,i,i
Cc1cccc(NC(=O)CCNC(=O)c2ccccc2)c1,-5,2,i,i,i,i,i,i,-4,i,i
Cc1ccc(C(=O)Oc2ccc(-c3nccc(-c4ccccn4)n3)cc2)cc1,-4,0,i,i,i,i,i,i,1,i,i
CC(C)(C)NC(=O)c1nn(Cc2ccccc2)c(=O)c2ccccc12,-11,17,i,i,i,i,i,i,.,i,i
COc1ccccc1CNC(=O)[C@@H](NC(=O)C1CCN(C(=O)[C@@H]2CCCN2)CC1)C(C)C,-8,2,i,i,i,i,i,i,8,i,i
Cc1cc(Nc2c(C#N)c(N)nn2C)ccc1F,-8,1,i,i,i,i,i,i,.,i,i
O=C(NCc1ccco1)c1noc2c1CCCC2,-9,7,i,i,i,i,i,i,3,i,i
N=C1C(c2ccccc2)=C(O)CN1c1ccc2c(c1)OCO2,0,-2,i,i,i,i,i,i,.,i,i
N#C/C(=C/c1cccc(C(F)(F)F)c1)c1nc(CCN2C(=O)c3ccccc3C2=O)cs1,-6,0,i,i,i,i,i,i,3,i,i
CN(C)/C=C(/C(=O)c1ccc(Cl)c(Cl)c1)c1nnnn1-c1ccccc1,-6,-16,i,i,i,i,i,i,4,i,i
O=C(OCc1ccco1)c1cccnc1,-8,1,i,i,i,i,i,i,-2,i,i
CCCc1cc(=O)c2c(O)ccc(OC)c2o1,-8,2,i,i,i,i,i,i,0,i,i

# Fetched one by one from the list above:
SMILES,hERG protect,Platelet DG rel,TRPC4 PAM,KCNK3 inh,TRPC4 agonist,KCNQ1 inh,KCNK9 block,KCNQ1 act,DYRK1A inh,PolyA inh,TRPC4 inh
COc1ccccc1CNC(=O)[C@@H](NC(=O)C1CCN(C(=O)[C@@H]2CCCN2)CC1)C(C)C,-8,2,i,i,i,i,i,i,8,i,i
O=C(NCc1ccco1)c1noc2c1CCCC2,-9,7,i,i,i,i,i,i,3,i,i
O=C(OCc1ccco1)c1cccnc1,-8,1,i,i,i,i,i,i,-2,i,i

# Part of the list above in order of length of the SMILES, rising:
SMILES,hERG protect,Platelet DG rel,TRPC4 PAM,KCNK3 inh,TRPC4 agonist,KCNQ1 inh,KCNK9 block,KCNQ1 act,DYRK1A inh,PolyA inh,TRPC4 inh
O=C(NCc1ccco1)c1noc2c1CCCC2,-9,7,i,i,i,i,i,i,3,i,i
CC(C)(C)NC(=O)c1nn(Cc2ccccc2)c(=O)c2ccccc12,-11,17,i,i,i,i,i,i,.,i,i
CN(C)/C=C(/C(=O)c1ccc(Cl)c(Cl)c1)c1nnnn1-c1ccccc1,-6,-16,i,i,i,i,i,i,4,i,i
